Source: PubChem (Southern Research Specialized Biocontainment Screening Center)
VEEV TC-83 Vero – inhibitors of VEEV TC-83 cytopathic effect, confirmation, Vero cells (AID 588727). 350,000 tested, 0.13% active. Vero cells, VEEV TC-83 cytopathic effect inhibition; higher % means a stronger effect. inhibition, % at 20 µM, or IC50 in µM where a hit was titrated; in the data active = a potency from the dose series; inconclusive = inhibition mostly from about 14% at the one dose, without a potency; inactive = the rest, 99 in 100 with inhibition below about 12%; note: strong numbers were not always called active
H37Rv inhibition – M. tuberculosis growth inhibition, HTS (AID 449762) | 330,000 tested, 0.59% active | M. tuberculosis H37Rv growth inhibition, 7H9 media; higher % means a stronger effect | inhibition, % at 25 µM, or IC50 in µM where a hit was titrated; in the data active = a potency from the dose series; inconclusive = inhibition above about 70% without an active follow-up result;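 note: bacterial growth assessed after seven days of incubation; strong numbers were not always called active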
H1N1 NS1A inhibition – H1N1 influenza NS1A inhibitors, functional cell based assay (AID 504329); NS1A functional cell-based assay, percent inhibition; higher % means a stronger effect; inhibition, % at 12.5 µM, or IC50 in µM where a hit was titrated; 340,000 tested, 0.3% active; in the data active = a potency from the dose series; inconclusive = inhibition above about 27% without an active follow-up result; note: strong numbers were not always called active
tuberculosis growth – growth inhibition of non-replicating M. tuberculosis (AID 488890); inhibition, % at 25 µM; hits with a dose series show IC50 in µM; 320,000 tested, 0.39% active; Mycobacterium tuberculosis non-replicating, growth inhibition; higher % means a stronger effect; in the data active = a potency from the dose series; inconclusive = inhibition mostly from about 82% at the one dose, without a potency; inactive = the rest, 99 in 100 with inhibition below about 76%;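 note: plate controls were DMSO cells for no effect and high antibiotic wells for full effect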
Salmonella PhoP GFP – PhoP regulon inhibitors, Salmonella typhi PhoP promoter GFP reporter, confirmatory (AID 1850). Salmonella Typhi PhoP-promoter GFP reporter, fluorescence, 4 h; higher % means a stronger effect. one-dose inhibition, % at 50 µM; IC50 in µM for titrated hits. 310,000 tested, 0.33% active; in the data active = a potency from the dose series; inconclusive = inhibition mostly from about 25% at the one dose, without a potency; inactive = the rest, 99 in 100 with inhibition below about 19%;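 note: 0% = induced wells with vehicle and 100% = uninduced wells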
VEEV TC-83 Vero 10K pilot screen – also measured in VEEV TC-83 Vero; calls as there; inhibition, %; measured here: 10K pilot screen inhibition
* marks the source's active call; other numbers are inactive results; i = inactive; ? = inconclusive; / = not tested or not shown.

SMILES	VEEV TC-83 Vero	H37Rv inhibition	H1N1 NS1A inhibition	tuberculosis growth	Salmonella PhoP GFP	others
COc1ccc(OC)c(-c2[nH]nc3c2C(c2ccco2)C(C#N)=C(N)O3)c1 (configuration not stated)	7.9%	2%	4%	4%	-8%
N/C(Cn1cncn1)=N\OC(=O)c1ccc(Cl)cc1Cl	0.2%	5%	-1%	4%	1%	VEEV TC-83 Vero 10K pilot screen=1.6
O=C(Nc1ccc(Cl)cc1)c1cncs1	0.2%	5%	-1%	-1%	1%
CC(=O)Nc1cccc(C(=O)OCC(=O)Nc2c(C)nn(-c3ccccc3)c2C)c1	1.8%	-8%	-10%	-10%	-4%
Cc1nn(-c2ccccc2)nc1CNC(=O)CC(C)(C)C	0.2%	13%	0%	22%	12%
O=C(c1ccnc(Cl)c1)N1CCCC(N2CCN(c3ccccc3F)CC2)C1 (configuration not stated)	0.4%	-2%	-1%	4%	-2%
C=CCn1cc(C(=O)NCCOC)c(=O)c2cc(S(=O)(=O)N3CCCCCC3)ccc21	5.3%	-3%	6%	3%	12%
COc1ccc(C2=NO[C@@H]3C(=O)N(c4c(C)cccc4C)C(=O)[C@H]23)cc1OC	4.2%	-12%	3%	4%	-16%
Cc1ccc(S(=O)(=O)CCC(=O)OCC(=O)c2ccc(F)cc2)cc1	2.5%	-7%	-16%	6%	-11%
COc1nccc(-c2ccc(F)cc2)c1C#N	0.9%	6%	1%	1%	1%
Cn1ccnc1SCC(=O)c1ccc(F)cc1	0.1%	-3%	/	7%	-24%
C/C(=N\NC(=O)c1cccc(Br)c1)c1ccc(Br)cc1	1.7%	7%	4%	/	0%
O=S(=O)(NCc1ccccc1)NCc1ccccc1F	0.6%	11%	-7%	-2%	-8%
O=C(NCCc1ccncc1)Nc1cccc(Cl)c1	1.5%	2%	-2%	3%	4%
CC(=O)Nc1ccc(NC(=O)c2ccc(Cl)nc2)cc1	11%	0%	-12%	-9%	17%
NNC(=O)[C@H](Cc1ccccc1)NC(=O)Nc1ccc2c(c1)OCCO2	0.9%	8%	-16%	-15%	-1%
COc1cc(S(=O)(=O)N2CCOCC2)ccc1NC(=O)c1cc2c(s1)CCC2	6.4%	-6%	0%	23%	-6%
N#CC(=C1CCCC1)c1nc(-c2ccccc2O)cs1	1.5%	19%	5%	15%	-2%
CCOc1ccc(C(=O)NC(=S)Nc2ccc(N3CCCCC3)cc2)cc1[N+](=O)[O-]	3.6%	53%	5%	?	-7%
Cc1[nH]c(=O)[nH]c(=O)c1S(=O)(=O)N1CCOCC1	0.7%	0%	-6%	2%	-3%
CC1CCCC(NC(=O)CSc2nccn2C)C1C (configuration not stated)	0.5%	-11%	-14%	-2%	-17%
COC(=O)Nc1ccc(C)c(NC(=O)OC)c1	0.8%	11%	-3%	-9%	0%
CC1CN(c2nc3ccccc3nc2C(C#N)C(=O)NCc2ccc3c(c2)OCO3)CC(C)O1 (configuration not stated)	1.1%	-3%	-7%	-3%	-29%
Cc1cccc(NC(=O)CCN2C(=O)C3C4C=CC(C4)C3C2=O)n1 (configuration not stated)	0.5%	2%	8%	2%	-4%
Cc1ccc(N2C(=O)NC(=O)/C(=C\c3cc(C)n(-c4cc(C(=O)O)cc(C(=O)O)c4)c3C)C2=O)cc1	1.8%	-3%	2%	-8%	-1%

Part of the list above in order of length of the SMILES, rising:
SMILES	VEEV TC-83 Vero	H37Rv inhibition	H1N1 NS1A inhibition	tuberculosis growth	Salmonella PhoP GFP	others
O=C(Nc1ccc(Cl)cc1)c1cncs1	0.2%	5%	-1%	-1%	1%
COc1nccc(-c2ccc(F)cc2)c1C#N	0.9%	6%	1%	1%	1%
CC1CCCC(NC(=O)CSc2nccn2C)C1C (configuration not stated)	0.5%	-11%	-14%	-2%	-17%
C/C(=N\NC(=O)c1cccc(Br)c1)c1ccc(Br)cc1	1.7%	7%	4%	/	0%
Cc1cccc(NC(=O)CCN2C(=O)C3C4C=CC(C4)C3C2=O)n1 (configuration not stated)	0.5%	2%	8%	2%	-4%
Cc1ccc(N2C(=O)NC(=O)/C(=C\c3cc(C)n(-c4cc(C(=O)O)cc(C(=O)O)c4)c3C)C2=O)cc1	1.8%	-3%	2%	-8%	-1%

Later entries:
SMILES	VEEV TC-83 Vero	H37Rv inhibition	H1N1 NS1A inhibition	tuberculosis growth	Salmonella PhoP GFP	others
CCOC(=O)Cn1c(C)c(Br)c(=O)c2cccc(C)c21	0.1%	7.5µM*	1%	3.8µM*	-1%
COc1ccc(CN2CCNC(=O)C2CC(=O)N(C)Cc2nccs2)cc1OC (configuration not stated)	1.1%	-1%	-11%	-14%	0%
CCOc1ccccc1N(CC(=O)NC1CCCC1)C(=O)CCC(=O)Nc1cc(C)on1	1.2%	-1%	0%	6%	5%
CCCCP(=O)(O)c1ccccc1	0.4%	3%	-5%	-5%	2%
O=[N+]([O-])c1ccn(-c2nc(-c3cccs3)cc(C(F)(F)F)n2)n1	9.2%	4%	-12%	-2%	1%
CCN(CC)C(=O)CC(c1ccc(N(C)C)cc1)c1c(OC)cc(OC)c2c(-c3ccccc3)cc(=O)oc12 (configuration not stated)	1.2%	9%	22%	32%	-8%
COc1ccc(C(=O)Nn2c(SCc3ccc([N+](=O)[O-])cc3)nc3ccccc3c2=O)cc1	i	-5%	-16%	-2%	-13%
O=C(C1CC(=O)N(C2CCCCC2)C1)N1CCC2(CC1)OCCO2 (configuration not stated)	i	1%	19%	4%	-30%
CCCC1=C(C(=O)OCC)C(c2sccc2C)n2ncnc2N1 (configuration not stated)	0.3%	6%	-5%	14%	3%
CC1(C)NC(=O)N(CC(=O)OCc2cc(=O)n3cc(Br)ccc3n2)C1=O	i	5%	4%	0%	8%
CC1CC(=O)NN=C1c1ccc(NCCO)c([N+](=O)[O-])c1 (configuration not stated)	2.1%	14%	-4%	8%	-19%
O=S(=O)(c1cccc(NC(=S)N2CCN(c3cccc(Cl)c3)CC2)c1)C(F)F	1.5%	1%	7%	70%	-10%
C/C(=N\N(c1ccccc1)c1ccccc1)c1ccco1	1.6%	10%	7%	15%	-4%
CCCCC(=O)Nc1ccccc1N1CCN(c2ccc(F)cc2)CC1	1.0%	14%	-1%	31%	-5%
COCCn1nnnc1C(c1ccc(C)cc1)N1CCN(Cc2ccc3c(c2)OCO3)CC1 (configuration not stated)	0.2%	/	-10%	/	/
C=CCN1C(=O)NC(=O)/C(=C/c2cc3c4c(c2)CCCN4CCC3)C1=O	0.3%	15%	2%	-13%	-7%
CCn1c(CCC(=O)Nc2nc3c(s2)CCCC3)nc2cc(S(=O)(=O)N(C)C)ccc21	7.8%	-13%	6%	46%	-8%
O=C(COc1ccc(Cl)cc1)Nc1c(-c2cccs2)nc2ccccn12	0.3%	-2%	5%	19%	-4%
CC(=O)N1C(=O)C2(C(C#N)=C(N)Oc3n[nH]c(-c4ccccn4)c32)c2ccccc21 (configuration not stated)	1.1%	-10%	7%	-4%	-15%
CCC1(c2ccccc2)NC(=O)N(CC(=O)Nc2cccnc2Cl)C1=O (configuration not stated)	0.8%	-2%	-9%	5%	/
O=C(CCl)Nc1cc(SCC(O)CO)cc([N+](=O)[O-])c1 (configuration not stated)	13%	/	-5%	/	/
O=S(=O)(c1ccc2nc(N3CCN(c4ccc(F)cc4)CC3)ccc2c1)N1CCCCC1	0.6%	-8%	0%	6%	5%
CC(C)CNC(=O)c1ccccc1NC(=O)Nc1ccccc1	5.3%	-7%	3%	2%	2%
C/C(=N\NC(=O)c1cccnc1)c1cc(C)oc1C	0.2%	-9%	15%	-4%	6%
Cc1ccc(OCC(=O)Nc2ccc(S(=O)(=O)N3CCOCC3)cc2)c(Br)c1	1.5%	2%	-12%	11%	-1%
(cont.)
SMILES	VEEV TC-83 Vero	H37Rv inhibition	H1N1 NS1A inhibition	tuberculosis growth	Salmonella PhoP GFP	others
COc1ccc(C2=NS(=O)(=O)N(C)C(C(=O)NCc3ccccc3)=C2)cc1OC	4.5%	-3%	5%	-3%	-2%
COc1ccc(/C(O)=C2\C(=O)C(=O)N(Cc3ccco3)C2c2ccc(OC)cc2OC)cc1 (configuration not stated)	2.6%	-4%	6%	18%	1%
O=C(CCCC(=O)N/N=C/c1ccccc1C(=O)O)N/N=C/c1ccccc1C(=O)O	1.5%	-5%	-13%	48%	1%
Cc1ccc(S(=O)(=O)c2cccc(S(=O)(=O)N3CCOCC3)c2)cc1S(=O)(=O)N1CCOCC1	0.8%	-2%	12%	-2%	-13%
O=C(COc1cccc(Br)c1)Nc1ccc(N2CCOCC2)cc1N1CCOCC1	0.5%	-2%	-15%	-5%	/
CCC(C)NC(=O)COC(=O)c1csc2c1CCCC2 (configuration not stated)	i	7%	0%	-1%	-11%
Cc1ccc(CCNC(=O)c2ccc(CS(=O)(=O)c3ccccc3C)o2)cc1	1.6%	3%	3%	-3%	9%
CCCc1nnc(NC(=O)C2CCN(C(=O)c3ccco3)CC2)s1	i	-9%	6%	1%	4%
COc1cccc(-c2nnc3sc(-c4ccccc4)nn23)c1	i	-4%	-4%	-8%	1%
Cc1c(CN2CCN(CC(C)(C)C)C(CCO)C2)[nH]c2ccccc12 (configuration not stated)	4.1%	2%	-8%	0%	-2%
COc1ccc2cc1Oc1ccc(cc1)C[C@H]1c3c(cc4c(c3Oc3cc5c(cc3OC)CCN(C)[C@@H]5C2)OCO4)CCN1C	3.1%	35%	25%	46%	11%
COC(=O)c1c(-c2ccc(F)cc2)csc1NC(=O)C1CCCO1 (configuration not stated)	1.5%	8%	-2%	16%	-15%
NC(=O)C1(N2CCCCC2)CCN(S(=O)(=O)c2cc(Cl)sc2Cl)CC1	i	3%	/	17%	-1%
COC(=O)[C@]1(C)N[C@H](CN(C)C(=O)Nc2ccc(Cl)cc2)[C@@H]2C(=O)N(Cc3ccccc3)C(=O)[C@@H]21	i	-2%	-5%	25%	/
c1csc(CNCCN2CCOCC2)c1	1.1%	-4%	-7%	-3%	-10%
C=CCNS(=O)(=O)c1ccc(N2C(=O)c3ccccc3C2=O)cc1	1.3%	-8%	-9%	-16%	0%
O=C(O)COCC(=O)Nc1ccc(-n2nc(C(F)(F)F)cc2-c2cccs2)cc1	0.1%	12%	/	-2%	4%
CCCN1CCN(C(=O)c2ccccc2-c2nc3ccccc3s2)CC1	2.5%	4%	7%	37%	-24%
CCN1CCN(c2ccc(S(=O)(=O)N3CCOCC3)cc2NC(=O)c2sccc2C)CC1	5.2%	2%	2%	/	6%
COCCCNC(=O)COC(=O)c1ccc(-c2nc3ccccc3s2)s1	0.7%	?	-4%	5.4µM*	-4%
O=[N+]([O-])c1ccc(O)c(CNCc2ccccc2)c1	i	/	1%	/	/
FC(F)(F)c1ccc(/C=N/n2c(C3CCCCC3)n[nH]c2=S)cc1	1.8%	20%	1%	-9%	0%
CN(C)c1ccc(CN(CC2CCCO2)C(=O)c2cccs2)cc1 (configuration not stated)	i	8%	13%	22%	-3%
CC(=O)N1CCc2c(sc(NC(=O)Cc3ccccc3)c2C#N)C1	2.9%	0%	-7%	-4%	-3%
COc1ccccc1N(CC(=O)Nc1c(C)n(C)n(-c2ccccc2)c1=O)S(=O)(=O)c1ccccc1	0.1%	/	9%	/	/
More structures follow:
SMILES	VEEV TC-83 Vero	H37Rv inhibition	H1N1 NS1A inhibition	tuberculosis growth	Salmonella PhoP GFP	others
COC(=O)CSC1=C(C#N)C(c2sccc2C)CC(=O)N1 (configuration not stated)	0.7%	-8%	-11%	-6%	14%
O=C(OCC(=O)N1CCc2ccccc21)c1cccnc1	2.0%	3%	9%	41%	-3%
O=c1c(/C=N/Nc2ccccc2)c(Sc2nnnn2-c2ccccc2)nc2ccccn12	5.2%	/	3%	/	/
CCn1c(SCC(=O)Nc2ccc3c(c2)OCCO3)nnc1-c1ccncc1	0.5%	4%	-6%	11%	11%
CSc1cccc(NC(=O)CN(c2cccc(C)c2)S(C)(=O)=O)c1	i	-6%	-9%	-13%	3%
OC(c1cc(-c2ccc(Cl)cc2)nc2ccccc12)C1CCCCN1 (configuration not stated)	i	?	4%	?	/
O=C(Nc1cnc2ccccc2c1)C1COc2ccccc2O1 (configuration not stated)	1.3%	46%	-14%	69%	-6%
CN(CCOc1ccccc1)C(=O)c1ccc(OC2CCN(C(=O)C3CC3)CC2)cc1	0.1%	-4%	-29%	33%	-10%
Cc1occc(=O)c1OCc1ccc(F)cc1	0.4%	2%	-10%	-13%	-1%
COc1ccc(/C=N\NC(=O)c2ccc(Cn3cc(Br)c([N+](=O)[O-])n3)o2)c(OC)c1C	i	2%	-15%	-4%	-2%
COc1ccc(S(=O)(=O)N2CCN(C)CC2c2ccccc2)cc1 (configuration not stated)	2.7%	-11%	-6%	2%	/
